HIF-2a block: HIF-2a reporter inhibitors, primary screen, luminescence, 786-0 RCC cells | inhibition, % at 18.8 µM | 786-0 RCC cells HIF-2a reporter, luciferase luminescence, overnight | hit rate 0.72% among 360,000;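 active = inhibition of the luminescence signal of 40% or more relative to plate controls, in a single-dose primary screen at 18.75 µM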
Shn3 inh set2: reduction of Shn3 3'UTR firefly luciferase signal, primary screen, Schnurri-3 inhibitor project, cell-based, Clone20 osteoblasts, set 2. Clone20 osteoblast Shn3 3'UTR firefly luciferase, 24 h. AID 588674, 2011. hit rate 0.52% among 360,000. inhibition, % at 12.5 µM;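 active = mean inhibition of at least 75% with every replicate also reaching 75%; inconclusive = mean inhibition at least 75% but some replicate below; inactive = mean inhibition below 75%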;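 also: 0% = median of neutral control wells and 100% = pilot-screen positive control compound; some compounds past the cut are filed as inactive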
CaV13 FRET inh: Primary screen for inhibitors of IQ motif and Ca2+-dependent inactivation inhibitor domain binding in CACNA1D, Förster resonance energy transfer in living cells, … | HEK cells, CFP/YFP FRET ICDI-IQ, plate reader, 10 min; percent FRET-ratio fall versus neutral wells | inhibition, % at 12.3 µM | hit rate 0.098% among 340,000;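 active = mean replicate inhibition of at least 30% and at least 1% of replicates passing that level; inconclusive = only one of the two criteria is met; inactive = neither criterion is met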;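 also: 0% = median of the neutral control wells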
NR2E3 ag-1: NR2E3 agonists in two-hybrid cells, primary screen, cell-based, luminescence, CHO-S, Gal4-NCOR/VP16-NR2E3. luciferase. inhibition of corepressor binding, % at 3.98 µM. hit rate 0.35% among 360,000. AID 602229, 2012;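 active = inhibition above the mean of all tested compounds plus 3 SD, cut at about 70% in these data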;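 also: 0% = DMSO with NR2E3 transfected cells and 100% = cells lacking NR2E3 construct; higher means lower luciferase signal from less NR2E3 corepressor binding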
Target sequence (Q9Y5X4 whole entry, looked up, the tested form may be a part): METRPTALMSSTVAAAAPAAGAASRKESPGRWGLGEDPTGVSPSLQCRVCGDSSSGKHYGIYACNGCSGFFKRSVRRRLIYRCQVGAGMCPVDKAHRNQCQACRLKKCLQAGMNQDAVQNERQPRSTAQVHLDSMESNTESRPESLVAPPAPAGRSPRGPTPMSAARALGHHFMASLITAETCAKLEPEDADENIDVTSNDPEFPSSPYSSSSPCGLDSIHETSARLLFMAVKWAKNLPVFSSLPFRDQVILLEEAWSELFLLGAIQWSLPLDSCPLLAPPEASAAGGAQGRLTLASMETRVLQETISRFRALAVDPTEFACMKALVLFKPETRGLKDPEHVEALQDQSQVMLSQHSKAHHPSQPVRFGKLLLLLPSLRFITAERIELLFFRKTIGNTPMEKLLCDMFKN
Peg3 prom inh: Peg3 promoter-driven luciferase inhibitors, primary screen, cell-based, HeLa, luciferase luminescence. inhibition, % at 20 µM. AID 588405, 2011. hit rate 1.7% among 360,000. HeLa PEG-Prom luciferase reporter, overnight;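 active = inhibition of at least 50% at 20 µM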
TRPM1 prom inh: inhibitors of MITF-dependent TRPM1 promoter reporter, primary screen, cell-based, SK-MEL-5, single point, luciferase. SK-MEL-5 TRPM1 promoter luciferase, 24 h. inhibition, % at 12.5 µM. hit rate 0.83% among 330,000;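 active = mean inhibition across replicates of 60% or more, whatever share of single replicates reaches that level; inconclusive = some that reach 60%, reason not given; inactive = mean inhibition across replicates below 60%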; also: values of inactives mirror those of a sister screen read the other way
CF NFkB block: inhibitors of PAF-induced NF-kB signaling, primary screen, cell-based, GFP fluorescence, uHTS; inhibition, % at 5 µM; hit rate 0.86% among 360,000; KKLEB NF-kB-GFP reporter, GFP fluorescence overnight;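 active = at least 50% inhibition at 5 µM, scaled per plate between neutral and stimulator controls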;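 also: PAF is a Pseudomonas aeruginosa culture filtrate used as stimulus; plate controls were PAF-stimulated DMSO wells for no effect and unstimulated DMSO wells for full effect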
KKLEB cytotox: cytotoxicity in KKLEB CF airway cells, primary screen, cytotoxicity control for CF NF-kB inhibitor project, cell-based, uHTS, fluorescence assay plates; KKLEB CF airway cells viability, ATPlite luminescence, overnight; active compounds read low; cells stimulated with P. aeruginosa culture filtrate; activity change (cytotoxicity), % at 5 µM; hit rate 0.36% among 360,000;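 active = corrected activity change at or below -50% at 5 µM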
NR2E3 ag-2: inhibitors of NR2E3-RetCOR corepressor binding, primary screen, NR2E3 agonist project, biochemical, TR-FRET, GST-NR2E3, biotin-RetCOR. Photoreceptor-specific nuclear receptor (Homo sapiens), Q9Y5X4. 1536-well. inhibition of corepressor binding, % at 4.78 µM. hit rate 0.12% among 320,000. AID 2300, 2010;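 active = percent inhibition above the cutoff of mean plus 3 SD of all tested compounds, set per screening campaign, cut at about 20% in these data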;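 also: 0% = DMSO wells and 100% = biotin wells as full block of FRET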
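Material: NR2E3–RetCOR corepressor complex | Quantity: 1.35 nM GST-tagged NR2E3 final | Schedule: 5 h at 4 °C | Replication: Singlicate compound wells | Reagent: RetCOR corepressor, biotinylated, 7 nM | Controls: Biotin wells as high control, 0.6% DMSO wells as low control | Signal: TR-FRET, Eu(K)-anti-GST donor, streptavidin-D2 acceptor, ex 340, em 617/671 nm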
PDI inh: inhibitors of human PDI, primary screen, biochemical, turbidity, single point, plate reader | PDI insulin aggregation turbidity, A650, 90 min | inhibition, % at 10 µM | hit rate 0.052% among 350,000 | AID 588391, 2011;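 active = mean inhibition across replicates of 30% or more, whatever share of single replicates reach that level; inconclusive = mean inhibition below 30% while every single replicate reaches 30%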;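 also: absorbance from insulin aggregation driven by PDI reduction with DTT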
Target sequence (P07237 whole entry, looked up): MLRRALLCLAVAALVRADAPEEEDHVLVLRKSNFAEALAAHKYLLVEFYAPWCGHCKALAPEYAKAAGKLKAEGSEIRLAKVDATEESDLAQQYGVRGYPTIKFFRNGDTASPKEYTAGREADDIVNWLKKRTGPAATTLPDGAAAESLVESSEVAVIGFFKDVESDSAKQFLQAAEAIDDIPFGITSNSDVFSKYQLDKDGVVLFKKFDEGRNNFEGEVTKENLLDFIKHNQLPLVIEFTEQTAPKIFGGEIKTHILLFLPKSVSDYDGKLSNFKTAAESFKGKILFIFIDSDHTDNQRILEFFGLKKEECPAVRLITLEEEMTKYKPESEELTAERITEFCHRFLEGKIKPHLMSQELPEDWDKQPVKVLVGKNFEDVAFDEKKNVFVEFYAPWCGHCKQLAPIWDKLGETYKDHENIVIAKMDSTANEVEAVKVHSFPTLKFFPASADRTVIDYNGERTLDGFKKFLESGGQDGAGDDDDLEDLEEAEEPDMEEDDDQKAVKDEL
Vif inh: HIV Vif self-association inhibitors, primary screen, imaging, HEK293T, single point | inhibition, % at 7.49 µM | hit rate 0.35% among 340,000 | HEK293T cells, Vif self-association by quenched fluorescence, 24 h | AID 602346, 2012; in the data active = inhibition above about 50%, passing the limit was not always enough; inconclusive = no clear call, values can overlap the other calls; inactive = below about 31%; also: some results filed as inactive read as strong as hits
An asterisk follows results filed as active; ? = inconclusive; . = not tested or not shown.

SMILES	HIF-2a block	Shn3 inh set2	CaV13 FRET inh	NR2E3 ag-1	Peg3 prom inh	TRPM1 prom inh	CF NFkB block	KKLEB cytotox	NR2E3 ag-2	PDI inh	Vif inh
Cc1cccnc1NC(=O)C1c2ccccc2Oc2ccccc21	16	-3	-6	17	27	-8	14	-10	1	-4	7
O=C(NCCN1CCOCC1)c1cc(-c2ccc(Cl)cc2)on1	-28	1	-7	-21	2	1	5	1	3	9	-5
Cc1ccc(NC(=O)CCN2C(=O)NC(C)(C)C2=O)cc1F	5	0	-6	-40	2	1	5	-4	.	-4	-1
CC(C)(C)NC(=O)C(c1cccs1)N(Cc1ccc(F)cc1)C(=O)c1csnn1 (configuration not stated)	19	9	-3	-24	14	-13	7	4	4	7	3
O=C(CSc1ccc2nnc(CCNC(=O)c3ccc(F)cc3)n2n1)NCc1ccco1	10	-2	-2	-39	-7	0	5	0	2	12	.
CC1CCCCC1NC(=O)c1ccc(S(=O)(=O)NNC(=O)c2ccncc2)cc1 (configuration not stated)	19	4	-4	5	6	14	10	-10	-2	3	9
CN(C)CCN(C(=O)c1cccs1)c1nc2cc3c(cc2s1)OCCO3	-155	-26	-8	-95	-198	-38	18	-7	2	13	-6
O=C(Nc1cc(Cl)ccc1-n1cncn1)c1ccco1	19	12	-9	5	25	24	-1	0	-1	7	-9
CCN1CCN(c2ncc(C(=O)N3CCCc4ccccc43)c3ccccc23)CC1	13	-18	-2	0	16	-10	5	-4	1	3	-20
COc1ccc(N2CCN(C(=O)COCC(=O)O)CC2)cc1	10	7	4	1	9	-3	-19	2	0	1	-2
CC(OC(=O)C1CCN(S(=O)(=O)c2ccc(Cl)cc2)CC1)C(=O)NC1CCCCC1C (configuration not stated)	11	17	-12	19	-25	1	-7	-7	-1	-2	.
COc1ccc(N2CCN(C(c3cccs3)C(C)NC(=O)c3ccco3)CC2)cc1 (configuration not stated)	-21	7	-8	-17	14	1	-38	8	1	-4	0

Entries of single compounds, looked up by structure.
`O=C(CSc1ccc2nnc(CCNC(=O)c3ccc(F)cc3)n2n1)NCc1ccco1` as listed: HIF-2a block = 10; Shn3 inh set2 = -2; CaV13 FRET inh = -2; NR2E3 ag-1 = -39; Peg3 prom inh = -7; TRPM1 prom inh = 0; CF NFkB block = 5; KKLEB cytotox = 0; NR2E3 ag-2 = 2; PDI inh = 12; Vif inh = .
`COc1ccc(N2CCN(C(=O)COCC(=O)O)CC2)cc1` as listed: HIF-2a block = 10; Shn3 inh set2 = 7; CaV13 FRET inh = 4; NR2E3 ag-1 = 1; Peg3 prom inh = 9; TRPM1 prom inh = -3; CF NFkB block = -19; KKLEB cytotox = 2; NR2E3 ag-2 = 0; PDI inh = 1; Vif inh = -2
`O=C(NCCN1CCOCC1)c1cc(-c2ccc(Cl)cc2)on1` as listed: HIF-2a block = -28; Shn3 inh set2 = 1; CaV13 FRET inh = -7; NR2E3 ag-1 = -21; Peg3 prom inh = 2; TRPM1 prom inh = 1; CF NFkB block = 5; KKLEB cytotox = 1; NR2E3 ag-2 = 3; PDI inh = 9; Vif inh = -5

Remaining list, next part.
SMILES	HIF-2a block	Shn3 inh set2	CaV13 FRET inh	NR2E3 ag-1	Peg3 prom inh	TRPM1 prom inh	CF NFkB block	KKLEB cytotox	NR2E3 ag-2	PDI inh	Vif inh
Cc1ccc(SCCC(=O)NCc2ccccn2)cc1	16	19	0	-18	4	0	6	21	-3	1	-1
Cc1ccc(N=Cc2c(O)c3ccccc3oc2=O)c(C)c1	-196	1	-24	-19	-44	-24	-1	-8	-2	-1	-4
O=C(C=NNc1ccccc1)c1ccccc1	-178	-17	-6	-155	-291	-44	-8	0	.	5	-3
CCNCc1nc2cc(Cl)ccc2c(=O)[nH]1	9	3	-6	10	0	-4	-19	11	-1	1	-1
CC(C)Nc1nc(-c2ccncc2)nc(-c2ccccc2)c1C#N	14	20	-5	-7	2	-13	-5	-1	-1	0	3
O=C(NCc1ccccc1Cl)c1cnc2n(c1=O)CCS2	-4	7	-6	-20	10	5	-29	0	1	5	9
O=C(O)CCC(=O)Nc1ccc(C(=O)OCC(=O)c2ccc(Cl)cc2Cl)cc1	1	-6	6	-20	-7	-7	-6	6	-2	-9	-2
CCOC(=O)C1=C(CC)Nc2ccccc2N=C1NC(=O)c1ccc(OC)c(S(=O)(=O)N2CCCCC2C)c1 (configuration not stated)	15	-4	-9	-11	9	7	5	-3	-5	4	-2
CC(C)(C)c1ccc(C(=O)NCCC(=O)NNC(=O)COc2ccc(F)cc2)cc1	-18	-6	-16	-23	-29	-6	-7	24	.	-10	.
NC(=O)CNCCC(c1ccccc1)c1ccccc1	0	-29	-5	2	11	-2	-10	28	-1	-5	-4
Fc1ccccc1CNC(=S)NC1CCCCC1	-27	-2	.	2	-26	-2	-3	10	.	-92	-6
Cc1cccc(NC(=O)COC(=O)CN2C(=O)c3ccccc3C2=O)c1C	-3	5	-5	-7	15	.	6	-8	.	-1	.
O=C(Nc1ccccc1)C(Cc1ccccc1)c1ccccc1 (configuration not stated)	21	2	-5	24	-7	7	-7	-2	.	-4	31
Cn1c(=O)c2c(nc(CN3CCN(C(=O)c4ccco4)CC3)n2Cc2ccccc2F)n(C)c1=O	10	-3	-1	30	-1	3	-26	5	3	.	1
O=C(COc1c(Cl)cccc1Cl)NN1C(=O)CSC1=S	9	17	-3	-11	9	7	-24	-8	1	-1	16
C/C(=N\NC(=S)Nc1ccc(F)cc1)c1ccc2c(c1)OCCO2	-107	-34	-2	-1	-122	-18	25	-4	0	0	9
COc1ccccc1C(=O)NCCC(=O)N(C)Cc1cccs1	9	-5	.	-26	-17	-1	8	15	-1	2	9
COc1ccc(NC(C)C(=O)N/N=C/c2cc(Br)ccc2OC)cc1 (configuration not stated)	18	-11	-4	-4	4	16	-5	-6	1	3	-1
CCOc1ccc(NC2CCN(C(C)=O)CC2)cc1	-7	-3	-3	-22	-16	-7	-21	14	-1	.	-4
O=C(CC1(CC(=O)N2CCOCC2)CCCC1)Nc1ccc(F)cc1	7	-21	-6	-11	7	4	-21	11	.	-1	-1
O=C(c1cc(COc2ccc(F)cc2Cl)on1)N1CCCCC1c1cccnc1 (configuration not stated)	-90	11	-5	-17	-49	-31	1	4	2	10	-5
CCCCCCCC(=O)Nc1cc(C(=O)NCc2ccc(C)cc2)ccc1N1CCC2(CC1)CC(c1ccccc1)=NO2	7	18	-4	-24	20	6	18	-31	2	-16	10
Cc1ccccc1OC(C)C(=O)NC1CCCC1 (configuration not stated)	8	-5	-5	-7	20	3	4	-8	2	-2	?
CC(=O)c1ccc(OCC(=O)OC(C)C(=O)NC2CCCCC2C)cc1 (configuration not stated)	-2	-20	-2	4	-8	-1	-16	5	1	-12	-2
CC1Cc2ccccc2N1C(=O)CCS(=O)(=O)c1cccc2nonc12 (configuration not stated)	4	-9	-5	-9	6	4	11	-36	-4	7	-4
COc1ccccc1CN(Cc1nc2ccccc2c(=O)[nH]1)C(=O)Nc1ccccc1	2	12	1	-29	22	-2	1	-5	-1	-2	-5
Cc1ccc(S(=O)(=O)N2CCCC(C(=O)Nc3ccc(NC(=O)c4ccccn4)cc3)C2)cc1 (configuration not stated)	-34	-2	.	-38	-21	-37	4	17	-2	-1	-2
CN(Cc1ccccc1)C(=O)Nc1ccccc1	-21	10	-7	-23	-16	2	-22	10	2	-6	-7
C[C@@H]1CN([C@H](C)CO)C(=O)CCCn2cc(nn2)CO[C@H]1CN(C)C(=O)Nc1cccc(Oc2ccccn2)c1	-3	11	.	31	4	.	-15	7	.	-6	14
CC(S(=O)(=O)c1ccccc1)S(=O)(=O)c1ccccc1	6	16	-6	-5	-5	.	-8	-8	.	-4	21
C=CCn1c(-c2cccnc2)n[nH]c1=S	17	-14	-3	-13	13	-1	-2	11	1	1	-2
CC1CCC2(CC1)NC(=S)N(c1ccccc1)N2 (configuration not stated)	-6	10	-5	7	20	13	-9	-2	1	1	3
CC(=O)Nc1cc(ON=C(C)C)cc([N+](=O)[O-])c1	12	9	-5	-25	15	1	7	-8	0	0	1
CCOc1ccc(-n2ccc(=O)c(C(=O)Nc3ccc(S(=O)(=O)Nc4ncccn4)cc3)n2)cc1	3	3	-7	5	9	8	-2	-3	1	2	-7
CCOC(=O)NC(=O)C(=CNc1cccc(C)c1)C(=O)NC(=O)OCC	23	10	-2	-10	8	-11	-15	17	0	5	0
Cc1ccc(C)c(N2CCN(S(=O)(=O)c3ccc4c(c3)CC(=O)N4C)CC2)c1	7	-3	-3	9	3	-8	4	1	5	-1	-5
O=C(NCc1ccco1)c1ccc(CS(=O)c2ccccc2Cl)o1 (configuration not stated)	2	-20	-12	3	6	.	-25	-2	.	-7	.
O=C(CCN1C(=O)COc2ccccc21)NCCCN1CCc2ccccc2C1	14	3	-10	7	17	10	3	11	-2	10	3

Among those listed so far, 4 have two or more sulfur atoms:
SMILES	HIF-2a block	Shn3 inh set2	CaV13 FRET inh	NR2E3 ag-1	Peg3 prom inh	TRPM1 prom inh	CF NFkB block	KKLEB cytotox	NR2E3 ag-2	PDI inh	Vif inh
CC(C)(C)NC(=O)C(c1cccs1)N(Cc1ccc(F)cc1)C(=O)c1csnn1 (configuration not stated)	19	9	-3	-24	14	-13	7	4	4	7	3
CN(C)CCN(C(=O)c1cccs1)c1nc2cc3c(cc2s1)OCCO3	-155	-26	-8	-95	-198	-38	18	-7	2	13	-6
O=C(COc1c(Cl)cccc1Cl)NN1C(=O)CSC1=S	9	17	-3	-11	9	7	-24	-8	1	-1	16
CC(S(=O)(=O)c1ccccc1)S(=O)(=O)c1ccccc1	6	16	-6	-5	-5	.	-8	-8	.	-4	21
